Salmonella PhoP GFP: PhoP regulon inhibitors, Salmonella typhi PhoP promoter GFP reporter, confirmatory (AID 1850) | Salmonella Typhi PhoP-promoter GFP reporter, fluorescence, 4 h; higher % means a stronger effect | inhibition, % at 50 µM; hits with a dose series show IC50 in µM | actives 0.33% (n = 310,000); in the data active means a potency from the dose series; inconclusive means inhibition mostly from about 25% at the one dose, without a potency; inactive means the rest, 99 in 100 with inhibition below about 19%;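 further: 0% = induced wells with vehicle and 100% = uninduced wells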
M. tuberculosis: growth inhibition of non-replicating M. tuberculosis (AID 488890). Mycobacterium tuberculosis non-replicating, growth inhibition; higher % means a stronger effect. inhibition, % at 25 µM; hits with a dose series show IC50 in µM. actives 0.39% (n = 320,000); in the data active means a potency from the dose series; inconclusive means inhibition mostly from about 82% at the one dose, without a potency; inactive means the rest, 99 in 100 with inhibition below about 76%;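 further: plate controls were DMSO cells for no effect and high antibiotic wells for full effect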
H1N1 NS1A inhibition: H1N1 influenza NS1A inhibitors, functional cell based assay (AID 504329). actives 0.3% (n = 340,000). one-dose inhibition, % at 12.5 µM; IC50 in µM for titrated hits. NS1A functional cell-based assay, percent inhibition; higher % means a stronger effect; in the data active means a potency from the dose series; inconclusive means inhibition above about 27% without an active follow-up result; further: strong numbers were not always called active
inhibitors of VEEV: inhibitors of VEEV TC-83 cytopathic effect, confirmation, Vero cells (AID 588727) | actives 0.13% (n = 350,000) | Vero cells, VEEV TC-83 cytopathic effect inhibition; higher % means a stronger effect | one-dose inhibition, % at 20 µM; IC50 in µM for titrated hits; in the data active means a potency from the dose series; inconclusive means inhibition mostly from about 14% at the one dose, without a potency; inactive means the rest, 99 in 100 with inhibition below about 12%; further: strong numbers were not always called active
H37Rv inhibition: M. tuberculosis growth inhibition, HTS (AID 449762); M. tuberculosis H37Rv growth inhibition, 7H9 media; higher % means a stronger effect; inhibition, % at 25 µM; hits with a dose series show IC50 in µM; actives 0.59% (n = 330,000); in the data active means a potency from the dose series; inconclusive means inhibition above about 70% without an active follow-up result;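 further: bacterial growth assessed after seven days of incubation; strong numbers were not always called active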
inhibitors of VEEV 10K pilot screen: second read-out of inhibitors of VEEV, no call of its own (marks repeat the call); inhibition, %; measured here: 10K pilot screen inhibition
* hit, by the source's call; i = inactive; ? = inconclusive; · = not tested or not shown.

The opening 3 records, to show the layout:
SMILES	Salmonella PhoP GFP	M. tuberculosis	H1N1 NS1A inhibition	inhibitors of VEEV	H37Rv inhibition	others
CC1CN(C(=O)CSc2cn(CC(=O)N3CCOCC3)c3ccccc23)CC(C)O1 (configuration not stated)	0.1%	-1.3%	-3.8%	i	2.8%
O=C1N=C(N2CCCC2)S/C1=C\c1cccc(Br)c1	-9.3%	23.4%	-4.1%	6.8%	32.9%
O=C(NCC(=O)N1CCCC(C(F)(F)F)C1)c1ccc2ccccc2c1 (configuration not stated)	12.6%	11.4%	-9.9%	7.6%	3.2%

The whole of this part, repeating the preview:
SMILES	Salmonella PhoP GFP	M. tuberculosis	H1N1 NS1A inhibition	inhibitors of VEEV	H37Rv inhibition	others
CC1CN(C(=O)CSc2cn(CC(=O)N3CCOCC3)c3ccccc23)CC(C)O1 (configuration not stated)	0.1%	-1.3%	-3.8%	i	2.8%
O=C1N=C(N2CCCC2)S/C1=C\c1cccc(Br)c1	-9.3%	23.4%	-4.1%	6.8%	32.9%
O=C(NCC(=O)N1CCCC(C(F)(F)F)C1)c1ccc2ccccc2c1 (configuration not stated)	12.6%	11.4%	-9.9%	7.6%	3.2%
CN1CCc2nc(SCC(=O)Nc3cccc(F)c3)c(C#N)c(-c3cccs3)c2C1	86.2µM*	42.1%	28.2%	i	0.2%
O=C(Nc1ccc(Oc2cccnc2)cc1)c1ccccc1Cl	-0.9%	74.2%	-2.7%	1.0%	-4.8%
CCCCCCSc1nnc(-c2cnn(-c3ccccc3)c2-n2cccc2)n1C	2.1%	66.5%	3.9%	i	-13.4%
Cc1ccc(-c2nn3nnnc3c3ccccc23)cc1	-13.7%	11.3%	5.2%	4.1%	3.2%
COc1ccccc1NS(=O)(=O)c1ccc(O)cc1	6.0%	2.5%	2.0%	i	-2.1%
CCN(c1cccc(C)c1)S(=O)(=O)c1csc(C(N)=O)c1	-3.5%	0.5%	-3.7%	i	1.9%
COCCCNC(=O)CC(C)c1ccccc1 (configuration not stated)	-6.7%	-1.9%	-1.6%	1.6%	-3.5%
CCCn1c(Nc2ccccc2)nc2ccccc21	7.8%	7.9%	7.6%	0.6%	3.3%
Cc1cc(N2CCCCC2C)nc(-c2ccccc2O)n1 (configuration not stated)	1.4%	8.2%	-6.0%	3.8%	9.8%
COc1cc(/C=C/[N+](=O)[O-])ccc1OC(=O)c1cccnc1	-4.1%	?	-26.5%	30.2%	?
Cc1cc(C)cc(NC(=O)COC(=O)CCCNC(=O)c2ccc(Cl)cc2)c1	3.2%	38.4%	-3.7%	0.9%	-8.8%
Cc1ccc(C2=NC3(CCCCC3)NC2=S)cc1	-5.9%	1.3%	3.3%	0.2%	-2.6%
CC(=O)Nc1ccc(CN2CCCCCC2)cc1	0.4%	9.8%	4.6%	0.4%	-3.7%
Cc1cccc(-c2noc(CCC(=O)N3CCN(c4cc(C)ccc4C)CC3)n2)c1	·	·	-14.4%	i	·
Cc1ccc(O/C=C2\OC(=O)c3ccccc32)cc1	8.8%	-4.8%	-12.1%	0.9%	-5.1%
CCOC(=O)C1CCCN(C(=O)c2cccc(S(=O)(=O)N(Cc3ccccc3)c3ccccc3OC)c2)C1 (configuration not stated)	-1.3%	15.0%	2.6%	7.0%	1.1%
Cc1ccc(NS(=O)(=O)c2ccc(N/N=C/c3ccccc3OCC(=O)O)c([N+](=O)[O-])c2)c(C)c1	-4.6%	5.2%	7.6%	2.2%	-6.2%

13 neighbouring compounds from above, for reference:
SMILES	Salmonella PhoP GFP	M. tuberculosis	H1N1 NS1A inhibition	inhibitors of VEEV	H37Rv inhibition	others
Cc1ccc(-c2nn3nnnc3c3ccccc23)cc1	-13.7%	11.3%	5.2%	4.1%	3.2%
COc1ccccc1NS(=O)(=O)c1ccc(O)cc1	6.0%	2.5%	2.0%	i	-2.1%
CCN(c1cccc(C)c1)S(=O)(=O)c1csc(C(N)=O)c1	-3.5%	0.5%	-3.7%	i	1.9%
COCCCNC(=O)CC(C)c1ccccc1 (configuration not stated)	-6.7%	-1.9%	-1.6%	1.6%	-3.5%
CCCn1c(Nc2ccccc2)nc2ccccc21	7.8%	7.9%	7.6%	0.6%	3.3%
Cc1cc(N2CCCCC2C)nc(-c2ccccc2O)n1 (configuration not stated)	1.4%	8.2%	-6.0%	3.8%	9.8%
COc1cc(/C=C/[N+](=O)[O-])ccc1OC(=O)c1cccnc1	-4.1%	?	-26.5%	30.2%	?
Cc1cc(C)cc(NC(=O)COC(=O)CCCNC(=O)c2ccc(Cl)cc2)c1	3.2%	38.4%	-3.7%	0.9%	-8.8%
Cc1ccc(C2=NC3(CCCCC3)NC2=S)cc1	-5.9%	1.3%	3.3%	0.2%	-2.6%
CC(=O)Nc1ccc(CN2CCCCCC2)cc1	0.4%	9.8%	4.6%	0.4%	-3.7%
Cc1cccc(-c2noc(CCC(=O)N3CCN(c4cc(C)ccc4C)CC3)n2)c1	·	·	-14.4%	i	·
Cc1ccc(O/C=C2\OC(=O)c3ccccc32)cc1	8.8%	-4.8%	-12.1%	0.9%	-5.1%
CCOC(=O)C1CCCN(C(=O)c2cccc(S(=O)(=O)N(Cc3ccccc3)c3ccccc3OC)c2)C1 (configuration not stated)	-1.3%	15.0%	2.6%	7.0%	1.1%

(more compounds)
SMILES	Salmonella PhoP GFP	M. tuberculosis	H1N1 NS1A inhibition	inhibitors of VEEV	H37Rv inhibition	others
CCc1ccc(NC(=O)CCS(=O)(=O)c2cccc3nsnc23)cc1	14.2%	15.3%	0.9%	3.5%	-14.6%
COc1ccc(-c2ccc(Nc3ccc(S(=O)(=O)N4CCCC4)cc3)nn2)cc1OC	-16.1%	55.6%	5.3%	5.2%	5.5%
COc1cccc(C(=O)N2CCCC(CCC(=O)NCc3ccc(F)c(F)c3)C2)c1 (configuration not stated)	-6.1%	-14.3%	0.4%	i	-1.1%
COc1ccc(CCNC(=O)c2cc(=O)[nH]c3ccccc23)cc1	7.6%	-10.1%	-2.9%	i	0.6%
CCCCCC(=O)Nc1cccc(C2=NOC3(C2)C[C@H](C(N)=O)N(C(=O)CCCCC)C3)c1 (some centres not stated)	-2.4%	4.0%	-3.1%	0.6%	0.7%
CCc1nn(-c2ccccc2)c2c1-c1cc(OC)c(OC)cc1C1(N2)C(=O)Nc2ccccc21 (configuration not stated)	1.3%	27.5%	1.6%	12.0%	?
CCOC(=O)C(NS(=O)(=O)c1ccc(C)cc1)(C(F)(F)F)P(=O)(OCC(C)C)OCC(C)C (configuration not stated)	-7.3%	-21.9%	-0.8%	1.5%	7.3%
Cc1cccc(N2C(=O)NC(=O)/C(=C\c3ccc4c(c3)CCCN4Cc3ccccc3)C2=O)c1	-4.3%	26.6%	0.1%	3.1%	9.4%
COc1ccc(C2c3ccc(O)cc3Oc3ncn4nc(-c5ccco5)nc4c32)cc1OC (configuration not stated)	-1.4%	3.9%	12.1%	7.3%	4.2%
Cc1nc(-c2ccc(S(=O)(=O)N3CCN(c4ccccc4)CC3)cc2)co1	0.9%	10.5%	-0.3%	2.0%	-2.2%
Cc1cc(C)c(NS(=O)(=O)c2ccccc2)c(C)c1NS(=O)(=O)c1ccccc1	·	·	-0.6%	2.2%	·
CCc1cccc(C)c1NC(=O)CSc1nc2ccncc2[nH]1	-13.2%	-5.2%	-8.0%	2.7%	-8.9%
COC(=O)/N=C(/Cc1ccc(OC)cc1)c1ccc(OC)cc1	4.0%	-6.7%	15.4%	0.5%	2.8%
O=C(Cc1ccc(Cl)cc1)Nc1ccc(C(=O)N2CCCCC2)cc1	-0.3%	9.6%	-3.4%	1.6%	-13.2%
COc1ccccc1OP(=O)(O)Oc1ccccc1OC	4.8%	13.3%	-3.0%	i	-4.9%
COc1ccc(N2CC(C(=O)Nc3ccc(F)cc3F)CC2=O)cc1 (configuration not stated)	-9.2%	7.2%	3.4%	0.6%	-3.4%
COc1ccc(/C=C2\SC(=S)N(CCCC(=O)Nc3cccc(C(=O)O)c3)C2=O)cc1OC	-4.6%	11.0%	-3.3%	2.3%	-1.8%
COC(=O)[C@H](C)NC(=O)Nc1cccc(C(F)(F)F)c1	8.5%	-3.5%	-0.3%	1.0%	5.0%	inhibitors of VEEV 10K pilot screen=1.0
Oc1ccccc1N1CCN(C(=S)NCCc2ccccc2)CC1	-10.1%	43.4%	-8.0%	9.3%	-4.9%
COc1ccc(Oc2nc(C(F)(F)F)nc3ccccc23)cc1	3.6%	27.5%	-25.4%	1.5%	4.8%
COC(=O)C1CC(O)C(O)C(O)C1 (configuration not stated)	·	·	4.0%	0.1%	·
CCOCCCNC(=S)Nc1ccc(S(N)(=O)=O)cc1	-9.0%	5.4%	0.4%	0.4%	1.0%
Nc1nnc(SCC(=O)OCC(=O)NC2CCCCC2)s1	-7.3%	-10.0%	-0.8%	1.6%	-5.5%
COc1ccc(CNC(=O)CCn2c(=O)c3cccn3c3ccc(F)cc32)cc1	3.3%	-0.1%	-2.5%	4.0%	1.2%
CCOc1ccccc1C(=O)NCCC(=O)O	4.2%	8.8%	0.2%	2.8%	?
CCCn1nc(C(=O)N2CCc3ccccc3C2)c2ccccc2c1=O	0.4%	2.0%	-13.8%	9.1%	-4.0%
c1cnc(N2CCN(Cc3c[nH]c4ccccc34)CC2)nc1	1.5%	-7.5%	10.9%	1.5%	-7.8%
CSc1ccc(C(=O)C2CCCN(C(=O)c3nonc3C)C2)cc1 (configuration not stated)	-3.7%	·	12.9%	3.7%	12.6%
COCC(C)NC(=O)c1ccc(N(C)C)cc1 (configuration not stated)	5.2%	-9.4%	-12.1%	3.3%	-5.9%
CCN(CC)C(=O)c1sc(NC(=O)c2ccc(Br)o2)c(C(=O)OC)c1C	16.3%	21.6%	-8.5%	6.8%	1.1%	inhibitors of VEEV 10K pilot screen=4.2
O=C(NC1CCCCC1)C(c1cccnc1)N(C(=O)c1csnn1)C1CCCC1 (configuration not stated)	-10.0%	25.6%	1.6%	1.0%	0.4%
O=C(CNC(=O)c1cccs1)c1ccc(Cl)cc1	1.5%	67.7%	-9.0%	1.1%	6.7%
CN(C)C(=O)/C(=C\c1ccncc1)NC(=O)c1ccccc1	-3.4%	-5.2%	2.4%	i	5.8%
O=C(c1ccccc1)N1N=C(c2ccccc2)CC1c1ccccc1[N+](=O)[O-] (configuration not stated)	-6.4%	13.3%	-6.3%	1.5%	2.0%
Cc1ccc(S(=O)(=O)CC(C)N2CCOCC2)c(S(=O)(=O)CC(C)N2CCOCC2)c1 (configuration not stated)	-7.5%	2.6%	5.0%	1.1%	0.0%
N/C(=N\OC(=O)c1cc(-c2ccccc2)nc2ccccc12)c1cccnc1	0.4%	16.8%	47.5%	0.4%	6.4%
COc1cc2c(cc1OC)C(c1ccc(-c3cc(Cl)ccc3Cl)o1)=NCC2	8.5%	54.0%	-0.1%	2.7%	15.8%
O=C(O)c1ccc(COc2ccccc2/C=C2/NC(=O)N(c3cccc(Cl)c3)C2=O)cc1	13.9%	16.3%	-7.0%	3.4%	-2.8%
O=C1CCC(=O)N1CCSC(=S)N1CCOCC1	3.3%	-8.0%	-1.8%	i	3.1%
COc1ccc(-n2nc(C(=O)NCC(=O)N3CCN(c4ccccc4OC)CC3)c3ccccc3c2=O)c(OC)c1	-6.1%	8.4%	10.9%	4.6%	26.3%
COc1ccccc1N1CCN(CCN(C(=O)c2ccc(F)cc2)c2ccccn2)CC1	-11.3%	7.8%	-11.0%	i	3.0%
Cn1c(=O)c2c(nc(Oc3ccccc3Br)n2C)n(C)c1=O	6.7%	-2.4%	-8.0%	1.4%	4.4%
COCCCNC(=O)c1ccc2c(c1)CCN2S(C)(=O)=O	-8.1%	-5.6%	6.5%	0.1%	-2.3%
Cc1ccc(C(=O)N2CC(C)OC(C)C2)cc1S(=O)(=O)N1CCCCC1 (configuration not stated)	·	·	-4.4%	1.2%	1.4%
N#Cc1nc(-c2ccc([N+](=O)[O-])cc2)oc1N1CCCCC1	2.0%	4.3%	-31.3%	i	5.6%
CCOc1ccc(-c2nnc(N3CCOCC3)c3ccccc23)cc1	8.4%	15.2%	-2.8%	i	4.3%
CC(C)OC(=O)c1ccc(NC(=O)c2cccc(-n3cnnn3)c2)cc1	·	35.2%	-15.0%	7.7%	18.0%
COc1cccc(-n2c(C)nnc2SCC#N)c1	-4.5%	5.8%	-6.6%	2.1%	-7.2%
O=C(NCc1ccc2c(c1)OCO2)c1nn2cccnc2c1Cl	13.1%	-6.2%	0.6%	0.5%	-0.3%

Assay outcomes (PubChem BioAssay)
